RGS4 inhibitor = blocks human RGS4-accelerated GTP hydrolysis | Transcreener GDP fluorescence polarization, RGS4-accelerated GTP hydrolysis | Potency, µM (series often up to 114 µM), for the others: at the highest dose activity change, negative = inhibition, actives largely listed as inhibitors | 0.039% of 390,000 active | AID 504845; also: potency is read from the fitted curve at half-maximal effect; % is scaled to controls: 0 for no effect and ±100 for the full control effect; nearly all actives have a fitted effect of over 75% in size; some results filed as inactive show a strong effect at the top dose
Target sequence (P49798 whole entry, looked up): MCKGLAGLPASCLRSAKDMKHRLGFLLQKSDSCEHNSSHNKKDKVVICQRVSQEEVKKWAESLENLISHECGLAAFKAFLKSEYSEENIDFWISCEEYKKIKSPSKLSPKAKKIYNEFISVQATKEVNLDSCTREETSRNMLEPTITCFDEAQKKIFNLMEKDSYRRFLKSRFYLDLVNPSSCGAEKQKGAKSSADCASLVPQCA
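MLSMR compounds (23 nl, pin-transferred) preincubated 10 min at room temperature with a 500nM (2x) first reagent, then RGS4 at 900nM (2x) plus Transcreener GDP mix added; fluorescence polarization (620/688 nm) read before and after 90 min at 30 °C.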
GRP78 ERSR act = inducers of ER stress response in human glioma cells. U87-MG GRP78 promoter luciferase reporter, 16 h. Potency, µM, for inactives: at the highest dose activation, most hits filed as activators. 0.02% of 420,000 active. AID 602332; also: potency is read from the fitted curve at half-maximal effect; series mostly up to about 76 µM; % of control where 0% means no effect; nearly all actives have a fitted effect of over 35% in size
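Stably transfected U87-MG glioma cells carrying a GRP78-based luciferase sensor; 16 h compound incubation. Luminescence end-point read 10 min after Bright-Glo addition at room temperature.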
Vif-A3G inh = inhibitors of Vif-APOBEC3G interaction. 0.076% of 410,000 active. Potency, µM (top dose mostly 46.1 µM), for the others: at the top dose activity, negative = active, most hits filed as inhibitors. Q9HC16. HeLa A3G-eYFP + Vif (tagged APOBEC3G with the HIV-1 protein that degrades it), YFP fluorescence, overnight;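 also: potency is read from the fitted curve at half-maximal effect; % is scaled to controls: 0 for no effect and ±100 for the full control effect; nearly all actives have a fitted effect of over 60% in size; hits raise eYFP signal because A3G escapes Vif-driven loss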
Target sequence (Q9HC16 whole entry, looked up): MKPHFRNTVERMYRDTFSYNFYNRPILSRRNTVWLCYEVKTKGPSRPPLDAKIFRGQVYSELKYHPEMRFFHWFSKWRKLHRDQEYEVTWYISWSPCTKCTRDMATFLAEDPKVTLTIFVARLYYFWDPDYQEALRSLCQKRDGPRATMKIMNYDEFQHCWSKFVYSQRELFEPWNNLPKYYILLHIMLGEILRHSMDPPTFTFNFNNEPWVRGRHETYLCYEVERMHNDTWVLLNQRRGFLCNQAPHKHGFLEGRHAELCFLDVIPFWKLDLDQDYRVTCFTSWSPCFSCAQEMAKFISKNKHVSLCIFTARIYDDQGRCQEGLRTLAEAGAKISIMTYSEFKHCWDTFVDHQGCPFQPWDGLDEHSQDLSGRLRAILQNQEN
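Read-out is eYFP fluorescence (Ex 488/Em 500-530) from Vif-expressing HeLa A3G-eYFP cells; more signal means A3G escaped Vif-mediated degradation. Cells plated overnight, compound pinned in, incubated overnight at 37 deg C.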
12-LOX inh = blocks human arachidonate 12S-lipoxygenase | P18054 | purified 12hLO, xylenol orange hydroperoxide absorbance | Potency, µM (doses to about 108 µM), for the others: at the highest dose activity change, negative = inhibition, most hits filed as inhibitors | 1.1% of 580,000 active; also: potency is read from the fitted curve at half-maximal effect; % is scaled to controls: 0 for no effect and ±100 for the full control effect
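Purified human 12hLO at 150 nM in 25 mM Hepes, 0.01% Triton X-100, pH 7.0, preincubated 15 min at room temperature with compound. Reaction started with 40 uM arachidonic acid, 30 min at room temperature. Hydroperoxide measured by Fe-xylenol orange, 573/405 nm absorbance ratio.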
D2 antagonist = D2 dopamine receptor (human) antagonism | HEK293 TREx D2 cells, calcium flux, dopamine EC80 | inhibition, % at 10 µM | 2% of 340,000 active | AID 485344; in the data active = inhibition above about 30%; also: 0% is about no effect
Target sequence (P14416 whole entry, looked up): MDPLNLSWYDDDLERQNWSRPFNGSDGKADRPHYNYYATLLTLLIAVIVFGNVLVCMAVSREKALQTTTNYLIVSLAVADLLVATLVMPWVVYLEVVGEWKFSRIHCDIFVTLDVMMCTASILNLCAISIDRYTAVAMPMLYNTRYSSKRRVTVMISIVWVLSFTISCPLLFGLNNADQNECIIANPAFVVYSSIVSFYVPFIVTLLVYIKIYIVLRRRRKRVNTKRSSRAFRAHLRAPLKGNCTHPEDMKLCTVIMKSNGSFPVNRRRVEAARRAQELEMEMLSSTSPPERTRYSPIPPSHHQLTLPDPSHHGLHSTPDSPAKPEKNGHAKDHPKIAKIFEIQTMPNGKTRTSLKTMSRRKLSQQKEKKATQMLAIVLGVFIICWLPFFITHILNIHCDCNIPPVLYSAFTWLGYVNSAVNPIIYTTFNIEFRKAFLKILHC
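Inhibition of EC80 dopamine-driven calcium flux, recorded kinetically, defines activity here; cells are a tetracycline-induced HEK293 T-REx line expressing force-coupled D2.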
Vif-A3F inh = Vif-A3F binding inhibition; HeLa A3F-eYFP + Vif (tagged APOBEC3F with the HIV-1 protein that degrades it), YFP fluorescence increase; Potency, µM (titrated, usually from 46.1 µM), for inactives: at the highest dose activity, negative = active; 0.2% of 390,000 active; also: potency is read from the fitted curve at half-maximal effect; % of control where 0% means no effect; nearly all actives have a fitted effect of over 65% in size
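HeLa cells stably expressing Vif plus C-terminally eYFP-tagged A3F were seeded, incubated overnight at 37 deg C, dosed with compound, incubated overnight again at 37 deg C. Yellow fluorescence (Ex 488/Em 500-530) reported blocked Vif-mediated A3F-eYFP degradation.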
LDHA inh = blocks human lactate dehydrogenase A; P00338; purified LDHA, NADH/diaphorase-resazurin fluorescence; active compounds read low; activity change, % (values are at about 110 or 230 µM); 0.15% of 480,000 active; in the data active = activity change below about -30%; inconclusive = mostly about -25% to -30%;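 also: plate controls were DMSO wells for no effect and wells without enzyme for full effect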
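Human LDH5 at 2 nM final in Tris HCl pH 7.4 with 0.06 mM NADH and 0.2 mM pyruvate, reacted 5 minutes at room temperature. Remaining NADH coupled via diaphorase/resazurin; resorufin fluorescence read at 0 and 20 minutes, normalized to enzyme-free and DMSO wells.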
ERG-DNA inh = inhibitors of human ERG Ets domain-DNA interaction | fluorescence polarization, His-ERG Ets domain / labelled DNA | Potency, µM (highest dose often 76.9 µM), for inactives: top-dose FP activity, negative = inhibition, most hits filed as inhibitors | 0.028% of 370,000 active | AID 624246; active = well fitted inhibition curve with a large enough effect in the polarisation, with a control signal flat; inconclusive = small, poorly fitted or top-dose-only effect, or effect the other way, or a change in a side signal; inactive = no such curve, though single readings can be large or run the other way; the % refers to the polarisation;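 also: polarization taken with two DNA probes labelled with fluorescein and Texas red; potency is read from the fitted curve at half-maximal effect; % of control where 0% means no effect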
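His-tagged ERG Ets domain (1 uM in the protein solution; 300mM KCl, 50mM Tris-HCl, 1mM EDTA, 1mM DTT, pH 7.5) received compound, then a probe mix of 5 nM fluorescein-DNA and 100nM Texas-615-DNA. Fluorescence polarization was read for both dyes.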
D2 ag = activates the human D2 dopamine receptor. activation, % at 2 µM. 0.53% of 340,000 active. AID 485358. HEK293 T-REx D2 cells, calcium flux agonist mode. P14416;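 active = activation over 3 SD above normal in the single-dose calcium agonist read, cut at about 30% in these data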; also: 0% is about no effect
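HEK293 Trex D2 cells, tetracycline-induced, o/n 30 C 5% CO2; no-wash Ca dye, RT 30–90 min; 10-cycle baseline, 23 nl cpd added, kinetic Ca read 180 s; agonist hits = positive Ca response.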
Numbers without * were called inactive; ? = inconclusive; . = no result given; & = joins results of further samples; [ ] = dose if it differs, or a comment. Unless noted, calls follow the shape of the dose curve; as a rule, active = well fitted curve in the direction sought with a large enough effect; inconclusive = small, poorly fitted or top-dose-only effect, or another doubt; inactive = no such curve, though single readings can be large; an effect the other way counts as inactive or inconclusive.

SMILES | RGS4 inhibitor | GRP78 ERSR act | Vif-A3G inh | 12-LOX inh | D2 antagonist | Vif-A3F inh | LDHA inh | ERG-DNA inh | D2 ag
NC(=O)C[C@H](N)c1cn([C@@H](CC(N)=O)C(=O)N2CCNCC2)nn1 | 4% | -2% | 0% | -7% | 6 | 1% | -3 | 3% | 0.2
COc1ccc(Cn2c(SCC(N)=O)nc3c(sc4ccccc43)c2=O)cc1 | 9% | -1% | 0% | -12% | . | -1% | -10 | 2% | 0.0
O=C(CN1c2cccc3cccc(c23)S1(=O)=O)Nc1ccccc1F | 16% | 1% | -1% | -26% | -2 | 11% | -4 | -10% | 0.8
COc1ccc(C(=O)Nc2ccc(N3CCOCC3)cc2)cc1S(=O)(=O)N1CCOCC1 | -18% | -1% | 2% | -7% | 3 | 11% | 4 | 14% | -0.5
CCCNS(=O)(=O)c1ccc(-n2cnnn2)c(OC)c1 | -13% | 0% | -8% | 7% | -1 | -8% | -4 | 2% | 0.6
Cn1c(C(=O)O)cc2cc(F)ccc21 | -8% | -2% | -1% | -10% | 10 | -10% | -2 | -2% | 0.2
C=CCN(c1ccccc1)S(=O)(=O)c1cccc(C(=O)NCC(c2ccc(F)cc2)N2CCOCC2)c1 (configuration not stated) | -6% | -1% | 0% | 11% | -9 | 2% | -1 | 4% | -0.1
Cn1c(=O)c2c(ncn2CC(=O)Nc2cccc(Cl)c2Cl)n(C)c1=O | 6% | -2% | 1% | -8% | . | 3% | 0 | -1% | -1.0
O=c1[nH]c(=S)ccn1C1OC(CO)C(O)C1O (configuration not stated) | 13% | -3% | ? | -16% | . | ? | -8 | 5% | .
COCc1cc(Sc2ccc(OC)cc2)nc(-c2ccccc2)n1 | -30% | -1% | -6% | 9% | -2 | 6% | -8 | 19% | -0.1
COc1cccc(NC(=O)c2ccc3[nH]c(C)cc(=O)c3c2)c1 | -37% | -3% | -5% | 0% | . | 2% | 1 | 1% | -1.3
COc1ccccc1/C=C/C=N/Nc1cccc(C(=O)O)c1 | -15% | -13% | -8% | -23% | -4 | -11% | -8 | 2% | -0.4
CCc1ccc(NC(=O)c2ccc(F)c(S(=O)(=O)N3CCc4ccccc4C3)c2)cc1 | 3% | 1% | 12% | -4%&-18% | . | 2% | -3&-3 | 2% | 0.4
Nc1nc(-c2ccc([N+](=O)[O-])cc2)c(C(=O)Nc2ccc(Cl)cc2)s1 | -22% | -4% | 2% | 0% | -15 | -6% | -10 | 2% | -0.8
O=C(CCC(=O)N1CCOCC1)NCCc1ccc(Cl)cc1Cl | 6% | -4% | -4% | 164%[activator] | 0 | 9% | 1 | -4% | 0.2
Cc1cc(NC(=O)c2ccc(-c3ccc(Cl)cc3)o2)cc(-c2nc3ncccc3o2)c1O | 2% | -1% | -5% | -8% | . | 3% | -3 | 2% | 0.1
Cc1nn(C)c(C)c1S(=O)(=O)N1CCC(C(=O)NCCC2=CCCCC2)CC1 | 23% | -4% | -2% | -10% | 30* | 3% | -2 | -12% | -0.7
CN(C)S(=O)(=O)c1cccc(COC(=O)c2ccc(Cl)cc2O)c1 | -14%[11.4 µM] | -3% | 2% | -6% | -4 | 2% | -1 | 8% | 0.5
O=C(C1CC1)N1CCc2cc(S(=O)(=O)N3CCCc4ccccc43)ccc21 | ? | -3% | -7% | -22% | 21 | . | -3 | 1% | -0.9
COCc1nc2ccccc2n1CCOc1cccc(C)c1 | 12% | -1% | 1% | 3% | . | 8% | -9 | 1% | -0.2
CS(=O)(=O)N(Cc1ccccc1F)c1ccccc1 | 15% | -4% | 0% | 72%[activator][57.4 µM] | -5 | . | -10 | 3% | -0.7
CCc1cccc2c(=O)c(C(=O)N3CCCCCC3)c[nH]c12 | -11% | -1% | 0% | 0% | . | -2% | 0 | 8% | .
Cc1ccc(S(=O)(=O)N2CCC(C(=O)OC3CCOC3=O)CC2)cc1C (configuration not stated) | 7% | -1% | -1% | -25% | 6 | -15% | -11 | 11% | 0.3
Cc1ccc(S(=O)(=O)NCC(=O)NCC(=O)NCCc2ccc(Cl)cc2)cc1C | . | 1% | -1% | ? | . | -6% | -10 | . | .
COc1ccc(OC)c(NC(=O)C2=C(C)C(=O)OC23CCCCCC3)c1 | -6% | -4% | 3% | ? | . | -16% | 6 | 6% | 0.3
Cc1ccc(N(CC(C)C)S(=O)(=O)c2nnc(NC(=O)c3ccco3)s2)cc1 | 30% | -2% | -10% | -10% | . | -7% | -19 | -4% | 1.4
Cc1cccc(NC(=O)CSc2nc3ccc(NC(=O)COc4ccc(Cl)cc4)cc3s2)c1 | -1% | -3% | 3% | -25% | . | -3% | -6 | 1% | 0.8
Cc1ccc(CNC(=O)[C@H](C)NC(=O)C2CCN(C(=O)[C@@H](N)CC(C)C)CC2)cc1 | 11% | -2% | 1% | -20% | 1 | 5% | -4 | 0% | 0.2
C=CCNc1nnc(Cc2ccc(F)cc2)c(=O)[nH]1 | 1% | 5% | 0% | 1% | -7 | 6% | -2 | -9% | -1.7
CCN(CC)CCNC(=O)Cn1nc(Cc2cccnc2)c2ccccc2c1=O | -7% | -4% | 0% | 22% | -19 | -6% | -12 | 8% | 0.1
CC(C)(C)c1ccc(/C=N/Nc2ccc(C(=O)O)cc2)cc1 | -44% | -14% | 0% | -22% | -7 | 3% | -4 | -3% | 0.8
COc1ccc2nc(NC(=O)C3CCCN(S(=O)(=O)c4cccs4)C3)sc2c1 (configuration not stated) | -53% | -4% | -13% | 0% | -1 | 0% | -2 | -1% | 0.1
COc1cccc(-c2ccc(C#N)c(SCC(=O)NCCc3ccccc3)n2)c1 | -23% | -3% | 0% | -11% | -7 | -6% | -6 | 9% | 0.3
O=[N+]([O-])c1ccc2c(OCc3nnc(-c4ccccc4Br)o3)ncnc2c1 | 1% | -4% | -2% | 5% | 4 | -17% | 3 | 5% | 1.5
CC(=O)c1cccc(NC(=O)C2CCN(S(=O)(=O)c3ccc4c(c3)CCCN4C(C)=O)CC2)c1 | -20% | -1% | -1% | 0% | . | 0% | -1 | 1% | -0.9
NC(=O)c1ncc(C(F)(F)F)cc1Oc1cccc(C(F)(F)F)c1 | 11% | -6% | -4% | 0% | 0 | 1% | 4 | -7% | -0.2
Cc1ccccc1S(=O)(=O)N(CC(O)CN1C(=O)NC(C)(C)C1=O)c1ccccc1 (configuration not stated) | 7% | -6% | 0% | 11% | -4 | 6% | -4 | ? | 1.5
O=Cc1ccc(OCC(=O)N2CCOCC2)cc1 | 7% | 3% | 2% | -8% | -14 | -5% | -1 | -11% | -0.1
Cc1ccc2[nH]c(=O)c3cc(C(=O)N4CCN(c5ccccc5)CC4)sc3c2c1 | -2% | -3% | -3% | -8% | . | -2% | 0 | -6% | .
CC1(C)CC(=O)C=C(c2cccc3c2Oc2ccccc2S3)C1 | -6% | -3% | -4% | -10% | 3 | 0% | -9 | 5% | -0.5

A stretch from further up:
SMILES | RGS4 inhibitor | GRP78 ERSR act | Vif-A3G inh | 12-LOX inh | D2 antagonist | Vif-A3F inh | LDHA inh | ERG-DNA inh | D2 ag
CC(C)(C)c1ccc(/C=N/Nc2ccc(C(=O)O)cc2)cc1 | -44% | -14% | 0% | -22% | -7 | 3% | -4 | -3% | 0.8
COc1ccc2nc(NC(=O)C3CCCN(S(=O)(=O)c4cccs4)C3)sc2c1 (configuration not stated) | -53% | -4% | -13% | 0% | -1 | 0% | -2 | -1% | 0.1

More results
SMILES | RGS4 inhibitor | GRP78 ERSR act | Vif-A3G inh | 12-LOX inh | D2 antagonist | Vif-A3F inh | LDHA inh | ERG-DNA inh | D2 ag
COc1ccc(OC)c(NC(=O)C(CCS(C)(=O)=O)NC(C)=O)c1 (configuration not stated) | -8% | -1% | 0% | 7% | -11 | -9% | 7 | -5% | -0.8
COc1ccc(Cn2c(C3CC3)nc3ccc(NC(=O)c4ccco4)cc3c2=O)cc1 | -45% | 4% | -1% | 0% | -9 | 1% | 0 | 11% | 4.4
COc1ccc(NC(=O)CN(C)C(=O)c2cc(-c3ccc(OC)cc3)nc3ccccc23)cc1 | 17% | 2% | -9% | -16% | -9 | -9% | -4 | -2% | 0.1
CCc1ccc(NC(=O)N(CCCN2CCOCC2)Cc2cccs2)cc1 | 10% | -4% | 0% | -14% | 16 | -2% | -5 | 9% | 0.2
Cc1nc(C)c(C(=O)C2=C(O)C(=O)N(CCN(C)C)C2c2cccs2)s1 (configuration not stated) | 7% | -3% | -4% | ? | 5 | 4% | -2 | -10% | -0.1
COc1ccc(S(=O)(=O)N2CCCC(C(=O)NC3CC3)C2)cc1OC (configuration not stated) | 0% | -4% | 3% | 19% | 4 | 7% | -6 | 3% | 0.0
Cc1cn([C@H]2C[C@H](O)[C@@H](CNCc3ccccc3)O2)c(=O)[nH]c1=O | . | -3% | 2% | -25% | . | -6% | 0 | . | .
CC(C)(C)c1cc(C(=O)N/N=C/c2ccc([N+](=O)[O-])s2)n[nH]1 | 21% | -11% | -10% | 195%[activator] | 4 | -9% | -8 | 1% | -0.6
CCn1cc(C(=O)NN)c(=O)c2cc(F)c(NC3CCCCC3)cc21 | 4% | -5% | -4% | 34%[activator] | -1 | -3% | -1 | 4% | -0.1
CC(=O)c1sc(NC(=O)c2ccc(Cl)cc2)nc1C | -39% | 3% | -17% | 15% | -11 | 0% | -11 | -2% | -0.4
CCn1cc(C(=O)NCc2ccc3c(c2)OCO3)c(=O)c2cc(F)c(N3CCN(C)CC3)cc21 | -8% | -3% | 3% | -19% | -22 | 0% | 8 | . | 0.2

Screening results (PubChem BioAssay)

Only part of the results is shown, so the mix of outcomes need not match the whole.
